# Cy5 interf NS3h – enhances or quenches Cy5 fluorescence in NS3h assay; 16,000 compounds, 6% hits; fluorescence interference ratio at 100 µM; Cy5-dT15 DNA with NS3h, fluorescence interference; actives lie on both sides; signal over control mean, under 1 quenches;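 active = compound fluorescence over control fluorescence at most 0.8, a quencher, or at least a set upper limit, an enhancer; inactive = ratio between 0.8 and the set upper limit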
# NS3h inh CB – blocks HCV NS3 helicase binding to DNA; AID 687043; NS3h Cy5-dT15 DNA binding, fluorescence polarization; 16,000 compounds, 1.6% hits; inhibition, % at 100 µM;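 active = inhibition above the average over every tested compound plus 3 SD, cut at about 40% in these data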
# An asterisk follows results filed as active.
# A first look (5 entries):
NS3h inh CB	Cy5 interf NS3h	Molecule
5	0.99	O=C(CSc1cc(Cl)ccc1Cl)Nc1ccccc1[N+](=O)[O-]
2	1.1	Cc1cc(Cl)ccc1OCC(=O)NCCO
-1	1	CCOc1cc(/C=C2/SC(=S)N(CC)C2=O)ccc1OCc1ccc(Cl)c(Cl)c1
-8	1.1	COc1ccc(C(=O)Nc2cc(Cl)ccc2Cl)cc1NC(=O)c1ccccc1C
6	0.97	O=[N+]([O-])c1ccc(N2CCN(S(=O)(=O)Cc3ccccc3)CC2)cc1NC1CC1

# All compounds of this part, previewed entries included:
NS3h inh CB	Cy5 interf NS3h	Molecule
5	0.99	O=C(CSc1cc(Cl)ccc1Cl)Nc1ccccc1[N+](=O)[O-]
2	1.1	Cc1cc(Cl)ccc1OCC(=O)NCCO
-1	1	CCOc1cc(/C=C2/SC(=S)N(CC)C2=O)ccc1OCc1ccc(Cl)c(Cl)c1
-8	1.1	COc1ccc(C(=O)Nc2cc(Cl)ccc2Cl)cc1NC(=O)c1ccccc1C
6	0.97	O=[N+]([O-])c1ccc(N2CCN(S(=O)(=O)Cc3ccccc3)CC2)cc1NC1CC1
2	1	CCOc1cc(OCC)cc(C(=O)Nc2cc(-c3nc4ccccc4s3)ccc2Cl)c1
1	1	CN(C)c1cccc(C(=O)Nc2ccncc2)c1
3	1	O=C(NCCN1CCN(S(=O)(=O)c2ccc([N+](=O)[O-])cc2)CC1)C(=O)Nc1ccccc1
8	1	Cc1c(OCC(=O)OCc2ccccc2)ccc2c3c(c(=O)oc12)CCC3
0	1.1	CC(=O)N(C(C)=O)c1cccc2c(N(C(C)=O)C(C)=O)cccc12
11	1.1	C(=N/N=C\c1ccc2c(c1)OCO2)/c1ccc2c(c1)OCO2
7	1.1	COc1cccc(NC(=NS(=O)(=O)c2ccc(C)cc2)Nc2nc(C)cc(C)n2)c1
4	0.72*	CS(=O)(=O)N1CCN(Cc2ccccc2[N+](=O)[O-])CC1
121*	1.1	CC1=C(C#N)c2nc(N)c(C#N)c(C)c2/C1=C/c1ccc(-c2cccc(C(=O)O)c2)o1
9	0.92	COc1cc(SC)ccc1C(=O)n1nnc2ccccc21
9	0.93	Cc1[nH]n(-c2ccccc2)c(=S)c1C=Nc1ccccc1O
0	1	CCc1c(C)c(C#N)c2nc3ccccc3n2c1N1CCN(C)CC1
-2	0.92	CC1(C)OC2OC(COC(=O)c3ccccc3)C3OC(C)(C)OC3C2O1 (stereo not given)
3	1.1	CN(C)c1cccc(C(=O)NCc2ccc(S(N)(=O)=O)cc2)c1
18	0.93	COc1ccc(C(=O)Oc2cccc3cccnc23)cc1Cl
-7	1.1	Cc1ccc(/C(N)=N\OC(=O)c2ccc(I)cc2)cc1
15	1.1	COc1ccc(C=O)c2c(OC)cccc12
5	0.99	COc1ccc(N(CC(=O)Nc2ccc(I)cc2)S(C)(=O)=O)cc1
6	1	CC(C(=O)O)N1C(=O)/C(=C/c2ccc([N+](=O)[O-])cc2)SC1=S (stereo not given)
39	1	O=C1NC(=S)S/C1=C\c1ccc(Oc2ccc([N+](=O)[O-])cn2)cc1
3	1.1	CC(C)NC(=O)C1CC(=O)N(c2ccc(Br)cc2)C1 (stereo not given)
27	0.9	O=S(=O)(c1cccc2ccccc12)n1cnc2ccccc21
0	1.1	CCC1(C)Cc2c(sc3nc(=S)[nH]c(N)c23)CO1 (stereo not given)
-1	1	O=C(NCC1CCCO1)c1cnn2c1NC(c1ccco1)CC2C(F)(F)F (stereo not given)
9	0.97	O=C(NCCN1CCNCC1)C(=O)Nc1ccc(Br)cc1

# Some of the entries so far, as tab-separated lines:
mol	NS3h inh CB	Cy5 interf NS3h
Cc1c(OCC(=O)OCc2ccccc2)ccc2c3c(c(=O)oc12)CCC3	8	1
CC(=O)N(C(C)=O)c1cccc2c(N(C(C)=O)C(C)=O)cccc12	0	1.1

# Continuation.
NS3h inh CB	Cy5 interf NS3h	Molecule
7	1.1	Cc1c(OCC(N)=O)ccc2c1oc(=O)c1ccccc12
12	1	COc1ccc(CCNC(=O)COc2cccc3ccccc23)cc1
-6	0.98	O=C(CSc1nnc2c(n1)[nH]c1ccccc12)Nc1ccccc1
2	1.1	Cc1ccc(N2CCSC2c2ccco2)cc1 (stereo not given)
8	1	NC(=O)SCC(=O)Nc1ccccc1Cl
10	1	COc1ccc(C2(CNC(=O)c3ccc(OCC(C)C)cc3)CCCC2)cc1OC
16	1.1	CCOc1ccc(N(CC(=O)Nc2ccc(C)c(C)c2)S(=O)(=O)c2ccc(SC)cc2)cc1
5	1	COc1cc(C=C2C(=O)N(C)C(=O)N(C)C2=O)ccc1OCc1ccccc1Cl
7	0.92	CCCOc1cccc(C(=O)Nc2ccc(C)cc2[N+](=O)[O-])c1
2	0.99	COc1ccc(C=O)cc1OCc1ccccc1
-8	1	COc1cccc(CN2CCN(Cc3ccco3)CC2)c1OC
-5	0.67*	O=C1NC(=S)N/C1=C\c1ccccc1OCc1ccc([N+](=O)[O-])cc1
3	1	COc1ccc(CC(=O)Nc2ccc(NC(=O)c3ccc(Cl)cc3Cl)cc2)cc1OC
65*	1	CCN1C(=O)C(=Cc2ccc(O)cc2)C(=O)NC1=S
2	1	COC(=O)CCC(=O)Nc1c(C)cc(C)cc1C
8	0.95	O=C(/C=C/c1ccc(F)cc1)Nc1ccccc1Br
39	0.84	Cc1ccc(C(=O)CC2(O)C(=O)Nc3ccc(Br)cc32)cc1 (stereo not given)
9	1	O=C(NCCN1CCN(S(=O)(=O)c2ccccc2)CC1)C(=O)Nc1ccc(Br)cc1
3	1	COc1ccc(NC(=O)c2cc(NC(=O)c3ccccc3)cc(C(=O)Nc3ccc(OC)cc3)c2)cc1
15	1	CCOC(=O)c1ccccc1NC(=O)CN(c1ccc(OC)cc1)S(=O)(=O)c1ccccc1
-1	1	CC(C)(C)C1CCC2(CC1)NNC(=S)NN2
-2	1	COc1cccc(NC(=O)c2cc(Cl)ccc2Cl)c1
2	1.1	COc1ccc(-n2c(=O)c3c4c(sc3n3c(SCC(N)=O)nnc23)CCCC4)cc1
2	1.1	COc1ccccc1N1CC=C(c2cccc([N+](=O)[O-])c2)NC1=O
2	0.97	Cc1cc2c(c(=O)o1)C(c1ccc([N+](=O)[O-])cc1)C(C#N)=C(N)O2 (stereo not given)
-3	1.1	CCOC(=O)Cc1cc(-c2ccc(O)cc2)nc2ccc3ccccc3c12
11	1	O=[N+]([O-])c1cccc(Cl)c1N1CCN(S(=O)(=O)c2ccc(Cl)cc2)CC1
7	0.97	COc1ccccc1CNC(=O)c1ccc(CN(c2ccccc2)S(C)(=O)=O)cc1
7	1	CCOc1ccc2nc(SC3CC(=O)N(c4cc(Cl)ccc4Cl)C3=O)sc2c1 (stereo not given)
12	0.92	O=C(O)CCCN1C(=O)/C(=C/c2ccc3c(c2)OCO3)SC1=S

# A section from the list above:
NS3h inh CB	Cy5 interf NS3h	Molecule
5	0.99	O=C(CSc1cc(Cl)ccc1Cl)Nc1ccccc1[N+](=O)[O-]
2	1.1	Cc1cc(Cl)ccc1OCC(=O)NCCO
-1	1	CCOc1cc(/C=C2/SC(=S)N(CC)C2=O)ccc1OCc1ccc(Cl)c(Cl)c1
-8	1.1	COc1ccc(C(=O)Nc2cc(Cl)ccc2Cl)cc1NC(=O)c1ccccc1C
6	0.97	O=[N+]([O-])c1ccc(N2CCN(S(=O)(=O)Cc3ccccc3)CC2)cc1NC1CC1
2	1	CCOc1cc(OCC)cc(C(=O)Nc2cc(-c3nc4ccccc4s3)ccc2Cl)c1

# The results go on.
NS3h inh CB	Cy5 interf NS3h	Molecule
-1	0.98	CC(O)CNC(=O)C1CC(=O)N(c2ccc(Br)cc2)C1 (stereo not given)
0	1.1	COc1ccc(CC(=O)O/N=C(/N)c2cccnc2)cc1OC
0	0.94	Cc1cc(C)c(NC(=O)C(C)Sc2ncn[nH]2)c(C)c1 (stereo not given)
1	0.9	O=c1c[n+]([O-])c2ccccc2n1OCc1ccccc1
16	1.1	NC(=O)c1cc(NC(=O)COc2ccc(F)cc2)c(Cl)cc1Cl
2	0.99	Cc1cc(Br)c2c(c1)c(N=NC(N)=O)c(O)n2C
8	0.93	CCOC(=O)C(C#N)=C1CCCCCC1
25	1.1	N#C/C(=C/c1ccc(-c2ccc(Cl)cc2)o1)C(=O)O
15	1	N/C(=N/OC(=O)c1ccc(Br)cc1)c1ccccn1
5	0.95	COc1ccc(Cl)cc1NC(=O)C1=C(C)NC(=S)NC1c1ccc(F)cc1 (stereo not given)
-8	1.1	C=CCN1C(=O)/C(=C/c2ccccc2OCc2ccc([N+](=O)[O-])cc2)SC1=S
25	0.99	O=C(NC(=S)Nc1nc(-c2ccccc2)cs1)c1ccco1
-11	1.1	O=P(O)(CP(=O)(O)c1ccccc1)c1ccccc1
3	0.94	CCN(CC)C(=O)CN(c1ccc(OC)c(Cl)c1)S(=O)(=O)c1ccccc1
16	0.9	COc1ccc(C(=O)Nc2c(-c3ccccc3)nc3ccc(C)cn23)cc1
2	1.1	COc1ccc(NC(=O)COc2ccc3ccccc3c2)c([N+](=O)[O-])c1
-2	1	CCOC(=O)C(C(=O)OCC)=C(N)C(F)(F)F
9	0.95	COc1cc(/C=c2\sc3nc4ccccc4n3c2=O)ccc1OC(=O)c1ccc(F)cc1
0	0.93	O=C(N/N=C\c1ccc(Cl)cc1)c1ccc(O)cc1
-4	1	COCCOC(=O)C1=C(C)NC(=S)NC1c1ccc(F)cc1 (stereo not given)
15	0.82	O=C1NN(c2ccc(F)cc2)C(=O)/C1=C\c1ccc(-c2cccc(C(=O)O)c2)o1
0	1	Cc1nnc(C)n1/N=C\c1cccc([N+](=O)[O-])c1
14	0.98	CCSCCOC(=O)C1=C(C)NC2=C(C(=O)CC(C)(C)C2)C1c1ccc(C)s1 (stereo not given)
8	1	C(#CCn1c2ccccc2c2ccccc21)CN1CCOCC1
14	0.84	COc1ccc(C2C(=C(O)c3ccc(C)cc3)C(=O)C(=O)N2c2ncc(S(=O)(=O)c3ccc([N+](=O)[O-])cc3)s2)cc1 (stereo not given)
6	1	CC(=O)NC1=NN(C(C)=O)C(c2ccc(Cl)cc2Cl)S1 (stereo not given)
11	1.1	COc1cc(/C=C2\C(=O)NN(c3ccccc3)C2=O)ccc1OCCOc1ccc(C)cc1
-14	1.1	COC(=O)CN(c1ccccc1)S(C)(=O)=O
9	1	CC1(C)CC(=O)c2c(oc3ccc(NS(=O)(=O)c4cc(Cl)ccc4Cl)cc23)C1
10	0.96	O=C(NC(NC(=S)Nc1ccc(-c2ccccc2)cc1)C(Cl)(Cl)Cl)c1ccccc1Cl (stereo not given)
8	0.91	Cc1ccc(C(=O)N/C(=C\c2ccccc2)C(=O)NCc2ccncc2)cc1
7	0.92	Cc1ccc(-n2nnnc2C(=N)c2nnnn2-c2ccc(C)cc2)cc1
4	0.87	COc1ccc(/C=C/C(=O)NC(=S)Nc2ccc(S(=O)(=O)N=C(N)N)cc2)cc1
9	1	CC(C)N1C(=O)/C(=C/c2ccccc2F)SC1=S
-5	0.98	O=C(NCC1CCCO1)c1cc2n(n1)C(C(F)(F)F)CC(c1ccco1)N2 (stereo not given)
17	0.97	O=C(CNc1cccc(Cl)c1)c1ccc([N+](=O)[O-])cc1
-8	1.1	COc1ccc(OC)c(CN2CCN(Cc3ccccc3C)CC2)c1
-3	0.94	CCn1c(C)[n+](CC)c2ccc(S(=O)(=O)N3CCCCC3)cc21
12	0.92	Cc1ccc(OCCNC(=O)c2ccc(Br)cc2)cc1
22	0.94	O=[N+]([O-])c1ccc(N2CCN(S(=O)(=O)c3ccccc3)CC2)cc1NC1CC1
-10	1.1	COC(=O)c1cc(NC(=O)COc2ccc([N+](=O)[O-])cc2)cc(C(=O)OC)c1
14	0.94	COC(=O)c1c(C)oc2ccc(OCc3cccc(Br)c3)cc12
10	0.95	COc1ccc(NC(=O)/C(C#N)=C\c2ccc(-c3ccc([N+](=O)[O-])cc3)o2)cc1
39	0.81	COc1ccc(N(CC(=O)Nc2cccc(C(F)(F)F)c2)S(C)(=O)=O)cc1
20	0.92	CCCCN(CCCC)C(=O)CSc1nc2ccccc2[nH]1
5	1	O=C(Nc1nc(-c2ccccc2)cs1)C(c1ccccc1)c1ccccc1
5	1.1	COc1ccc(NC(=O)c2ccccc2[N+](=O)[O-])cc1
5	1.1	O=C(NCCN1CCOCC1)c1cnn2c1NC(c1cccs1)CC2C(F)(F)F (stereo not given)
19	0.98	CCN(CC)c1ccc(NC(=O)c2cccc(OCc3ccccc3)c2)cc1
7	0.97	COc1ccc(N2C(=O)C(Cl)=C(Nc3ccc(C)c(Cl)c3)C2=O)cc1
9	0.98	Cc1ccc(-c2cc(NC(=O)c3cccc(C)c3)n[nH]2)cc1
10	0.89	COC(=O)C1=C(C)N(c2cccc(OC)c2)C(=O)/C1=C\c1ccccc1F
8	1.1	Cc1ccc(OCC(=O)NC23CC4CC(CC(C4)C2)C3)cc1
0	1.1	COC(=O)c1ccc(-c2nnc(Nc3ccccc3C)c3ccccc23)cc1
7	1	COC(=O)c1cc(-c2ccc(/C=C3/N=C(c4ccccc4)OC3=O)o2)ccc1Cl
3	0.91	C=CCNC(=O)C(=O)NCC1CCCO1 (stereo not given)
10	1	O=C(Oc1ccc2c(-c3ccccc3)cc(=O)oc2c1)c1ccccc1Cl
5	1	O=C1/C(=C/c2cccc([N+](=O)[O-])c2)SC(=S)N1c1ccc(F)cc1
-2	0.97	CSc1nc(=O)n(C)c(C)c1C(C)=O
26	0.92	O=C(NC(=S)Nc1ccc(S(=O)(=O)Nc2nccs2)cc1)c1sc2ccccc2c1Cl
11	1	CC1=NN(C(=O)c2ccc(Cl)cc2)C(O)(c2ccc(Cl)cc2)C1 (stereo not given)
17	0.94	COc1ccccc1NC(=O)C(Cc1c[nH]c2ccccc12)NC(=O)Oc1ccccc1 (stereo not given)
14	0.93	CCOC(=O)C1=C(C)NC(C)=C(C(=O)OCC)C1/C=C/c1ccccc1

# Source: PubChem BioAssay (Milwaukee Institute for Drug Discovery)
